HT1080NT lethal = kills 2HG-producing HT-1080-NT fibrosarcoma cells; 360,000 tested, 1.6% active; HT-1080-NT fibrosarcoma viability, CellTiter-Glo ATP luminescence, 48 h; Potency, µM (doses to about 46.1 µM), inactives show top-dose activity, negative = less viability, usual class: cytotoxic; AID 686970;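 note: NT is the 2HG producing partner of a matched IDH1 knockdown line; 0% = DMSO-treated cells and -100% = media-only wells without cells; nearly all actives have a fitted effect of over 55% in size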
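Toxicity toward the 2HG-producing NT line was scored as %Activity, normalised to DMSO and no-cell wells, from CellTiter-Glo luminescence after 48 hours' treatment.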
GLP-1R agonist = agonists of human GLP-1 receptor; P43220; HEK293 GLP-1R CRE-luciferase, luminescence, 4-6 h; cells express a hypersensitive GLP-1R form; Potency, µM (series often up to 45.6 µM), for the others: at the highest dose activation, actives largely listed as activators; 380,000 tested, 0.007% active; note: % of control where 0% means no effect
Target sequence (P43220 whole entry, looked up): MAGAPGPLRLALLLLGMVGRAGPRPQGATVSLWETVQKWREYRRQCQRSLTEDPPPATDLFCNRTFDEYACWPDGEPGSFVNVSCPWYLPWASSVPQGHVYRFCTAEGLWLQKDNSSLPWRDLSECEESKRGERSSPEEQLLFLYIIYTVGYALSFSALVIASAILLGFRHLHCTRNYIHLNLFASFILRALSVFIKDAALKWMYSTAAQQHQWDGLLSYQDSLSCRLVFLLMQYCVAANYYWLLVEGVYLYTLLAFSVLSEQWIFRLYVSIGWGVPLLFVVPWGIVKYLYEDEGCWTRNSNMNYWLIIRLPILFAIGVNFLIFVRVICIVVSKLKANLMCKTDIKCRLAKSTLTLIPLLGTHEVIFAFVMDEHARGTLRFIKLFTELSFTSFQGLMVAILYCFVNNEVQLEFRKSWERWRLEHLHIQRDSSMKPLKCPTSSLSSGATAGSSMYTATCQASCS
KB-V1 MDR tox = KB-V1 MDR subline cytotoxicity; Potency, µM (doses to about 46.1 µM), inactives show top-dose activity change, negative = cytotoxicity, actives largely listed as cytotoxic; 400,000 tested, 3.4% active; KB-V1 MDR cells viability, CellTiter-Glo, 72 h; AID 1347076; note: % is set by controls: 0 for no effect and ±100 for the full control effect; nearly all actives have a fitted effect of over 60% in size
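Following 72 h at 37 degrees C with compound, KB-V1 cell viability was read by CellTiter-Glo luminescence, medium being phenol-red-free DMEM plus 10% FBS; concentration-response parameters came from normalized, curve-fitted qHTS data.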
KB-3-1 tox = KB-3-1 parental cell cytotoxicity. 400,000 tested, 1.4% active. AID 1347075. Potency, µM (doses to about 46.1 µM), for the others: at the top dose activity change, negative = cytotoxic, usual class: cytotoxic. KB-3-1 viability, CellTiter-Glo ATP luminescence, 72 h; note: % is set by controls: 0 for no effect and ±100 for the full control effect; nearly all actives have a fitted effect of over 60% in size
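Luminescent ATP read-out (CellTiter-Glo) measures survival of drug-naive KB-3-1 cells after 72 h compound exposure at 37 °C. Titration series was screened from lowest to highest concentration, with DMSO vehicle plates as background controls.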
HT1080 IDH1KD tx = HT-1080 IDH1 knockdown cell toxicity (counter line); HT-1080 IDH1 knockdown viability, ATP luminescence, 48 h; Potency, µM (series often up to 46.1 µM), inactives show top-dose activity, negative = toxicity, usual class: cytotoxic; 360,000 tested, 2% active; AID 686971;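 note: 0% = DMSO wells and -100% = cell-free medium wells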
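Luminescent ATP read-out (CellTiter-Glo, 10 min at room temperature) after 48 h compound exposure at 37 °C gave viability of IDH1-knockdown HT-1080 cells. Activity was normalised to DMSO and cell-free wells, then fitted as concentration-response curves.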
TDP43 rescue = TDP-43 toxicity inhibition in yeast; TDP-43 expressing yeast growth rescue, BacTiter-Glo, 24 h; Potency, µM (highest dose often 46.1 µM), for the others: at the highest dose growth rescue (activation), usual class: activators; 410,000 tested, 1.8% active; AID 652104; note: % of control where 0% means no effect; nearly all actives have a fitted effect of over 50% in size
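Luminescence from BacTiter-Glo reports growth of TDP-43-expressing yeast after 24 hr at 30 deg C with compound. Cells were raffinose-pregrown to mid-log, then seeded in galactose medium at OD600=0.02.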
GLP1R inv ag = acts as inverse agonist at human GLP-1 receptor. P43220. HEK293 GLP-1R CRE-luciferase, luminescence, 24 h; GLP-1R form is constitutively active. 410,000 tested, 1.6% active. Potency, µM (top dose mostly 38.3 µM), for inactives: at the top dose activity change, negative = inhibition, most hits filed as inhibitors; note: % is set by controls: 0 for no effect and ±100 for the full control effect; nearly all actives have a fitted effect of over 55% in size
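GLP-1R inverse agonism mode: basal reporter luminescence in engineered HEK293 cells measured after one day of compound exposure at 37 deg C, with a 12 min room-temperature detection step.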
SW480 rerep = inducers of DNA re-replication in SW480 colon cancer cells. 340,000 tested, 1.8% active. SW480 DNA re-replication, Hoechst DNA content imaging, 48 h. Potency, µM (series often up to 46.1 µM), for inactives: at the top dose re-replication activation, most hits filed as activators; note: % of control where 0% means no effect; nearly all actives have a fitted effect of over 55% in size
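Quantitative HTS format with DMSO vehicle controls; 48 hr drug incubation at 37 C, then 40 min Hoechst staining and scanning imager measurement at 405 nm excitation.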
HEK293 tox = cytotoxic in the GLP-1 receptor inverse agonist counter-screen; HEK293 cAMP-luciferase reporter cells, luminescence, 24 h; Potency, µM (doses to about 38.3 µM), inactives show at the top dose activity change, negative = inhibition, most hits filed as inhibitors; 410,000 tested, 0.13% active; AID 624418;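 note: loss of luciferase light is scored as toxicity; % is set by controls: 0 for no effect and ±100 for the full control effect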
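Compound-treated cells are incubated 24 hr at 37 deg C under 5% CO2 after a 12 hour attachment period, then luciferase detection reagent is added and luminescence is measured following 12 min at room temperature; lowered signal indicates toxicity.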
* marks the source's active call; other numbers are inactive results; ? = inconclusive; · = not tested or not shown; [ ] = remark or other dose. Calls come from the whole dose curve; as a rule, active = well fitted curve in the direction sought with a large enough effect; inconclusive = small, poorly fitted or top-dose-only effect, or another doubt; inactive = no such curve, though single readings can be large; an effect the other way counts as inactive or inconclusive. Potency is the fitted concentration of half-maximal effect.

canonical_smiles	TDP43 rescue	HT1080 IDH1KD tx	KB-V1 MDR tox	KB-3-1 tox	SW480 rerep	HT1080NT lethal	HEK293 tox	GLP-1R agonist	GLP1R inv ag
CCOc1ccc(Cc2c(O)[nH]c(=O)[nH]c2=O)cc1	-2%	17%	2%	8%	-3%	29%	-7%	-6%	14%
Cc1ccc(Cn2cccc(C(=O)Nc3cc(C)on3)c2=O)cc1	1%	·	-1%	0%	·	·	-13%	·	12%
Cc1ccc(N)cc1N	0%	2%	2%	0%	1%	24%	2%	-2%	-1%
C1=NCCCN2CCCCC12 (stereo unspecified)	0%	4%	17%	11%	·	4%	1%	-2%	5%
COC(=O)C1=C(c2cccc(OC)c2OC)C[C@@H]2CC[C@H]1N2C(=O)NCc1ccco1	14%	-2%	0%	30%	-4%	0%	-11%	-6%	25%
C=CC[C@H](CC(=O)N(CCO)Cc1ccccc1)C(=O)NC[C@H](OC(=O)[C@@H](CC=C)CC(=O)OC(C)(C)C)c1ccccc1	9%	0%	?	?	?	-27%	-3%	9%	0%
C=CC(=O)OCCO	-7%	15%	12%	11%	-3%	0%	-3%	1%	8%
COc1ccc(C#Cc2ccc3c(c2)O[C@H](CN(C)C(C)=O)[C@H](C)CN([C@@H](C)CO)S3(=O)=O)cc1	13%	-18%	?	?	·	-15%	1%	-7%	?
CC1=C(C(=O)N2CCC3(CC2)OCCO3)C2(CCC(C)CC2)OC1=O (stereo unspecified)	13%	-4%	-41%	2%	-2%	-7%	-4%	2%	7%
CCCc1nc2ccccc2c(=O)n1-c1ccc(O)cc1	-10%	-1%	-21%	-12%	8%	-18%	0%	26%	?

Part of the list above, field by field.
Cc1ccc(Cn2cccc(C(=O)Nc3cc(C)on3)c2=O)cc1
  TDP43 rescue: 1%	HT1080 IDH1KD tx: ·	KB-V1 MDR tox: -1%	KB-3-1 tox: 0%	SW480 rerep: ·	HT1080NT lethal: ·	HEK293 tox: -13%	GLP-1R agonist: ·	GLP1R inv ag: 12%

Cc1ccc(N)cc1N
  TDP43 rescue: 0%	HT1080 IDH1KD tx: 2%	KB-V1 MDR tox: 2%	KB-3-1 tox: 0%	SW480 rerep: 1%	HT1080NT lethal: 24%	HEK293 tox: 2%	GLP-1R agonist: -2%	GLP1R inv ag: -1%

C1=NCCCN2CCCCC12 (stereo unspecified)
  TDP43 rescue: 0%	HT1080 IDH1KD tx: 4%	KB-V1 MDR tox: 17%	KB-3-1 tox: 11%	SW480 rerep: ·	HT1080NT lethal: 4%	HEK293 tox: 1%	GLP-1R agonist: -2%	GLP1R inv ag: 5%

COC(=O)C1=C(c2cccc(OC)c2OC)C[C@@H]2CC[C@H]1N2C(=O)NCc1ccco1
  TDP43 rescue: 14%	HT1080 IDH1KD tx: -2%	KB-V1 MDR tox: 0%	KB-3-1 tox: 30%	SW480 rerep: -4%	HT1080NT lethal: 0%	HEK293 tox: -11%	GLP-1R agonist: -6%	GLP1R inv ag: 25%

More structures follow:
canonical_smiles	TDP43 rescue	HT1080 IDH1KD tx	KB-V1 MDR tox	KB-3-1 tox	SW480 rerep	HT1080NT lethal	HEK293 tox	GLP-1R agonist	GLP1R inv ag
COc1ccc(CC(=O)N(C)C2CCCN(Cc3ccccc3F)C2)cc1OC (stereo unspecified)	9%	0%	24%	2%	-10%	-8%	4%	-2%	1%
COC(=O)c1c(C)n(Cc2ccccc2)c2ccc(O)cc12	-16%[9.22 µM]	-15%	-17%	-19%	0%	-22%	2%	11%	10%
CCN1C(=O)CCN(C2CCCC2)c2nc(Nc3ccc(C(=O)NC4CCN(C)CC4)cc3OC)ncc21	-5%	21µM*	-2%	9.2µM*	18%[9.22 µM]	?	?	11%	?
C#C[C@]1(O)CC[C@H]2[C@@H]3CCC4=Cc5nc6nc7ccccc7n6cc5C[C@]4(C)[C@H]3CC[C@@]21C	-1%	-14%	?	0%	7.9µM*	-18%	18%	10%	13%
O=C1NC(=O)N(Cc2ccccc2)C(=O)/C1=C/C=C/c1ccco1	13%	?	1%	15µM*	18µM*	?	?	24%	?
CC(CC(C#N)(c1ccccc1)c1ccccc1)N(C)C (stereo unspecified)	28%	-15%	?	0%	3%	?	-2%	18%	-6%
COCc1cc(C)nc2sc(C(=O)Nc3ccccc3F)c(N)c12	24%	13%	0%	?	12µM*	14%	143%[activator]	35%	25%
O=C(C[C@H]1C/C=C\CC[C@H](Cc2ccc(F)cc2)C(=O)O[C@@H](c2ccccc2)CNC1=O)N[C@H](CO)Cc1ccccc1	8%	-7%	10%	?	-1%	-17%	16%	5%	?
COC(=O)C1=C(c2cc3ccccc3o2)C[C@@H]2CC[C@H]1N2C(=O)NC(C)C	-1%	-6%	-6%	-9%	10µM*	0%	?	0%	-16%
CCOC(=O)Nc1cc2c(c(N)n1)N=C(c1ccccc1)CN2	5%	?	0.13µM*	0.18µM*	?	0.46µM*	61%[activator]	7%	?

One compound at a time, as listed above. Screens in order: TDP43 rescue | HT1080 IDH1KD tx | KB-V1 MDR tox | KB-3-1 tox | SW480 rerep | HT1080NT lethal | HEK293 tox | GLP-1R agonist | GLP1R inv ag
Profile of COC(=O)C1=C(c2cc3ccccc3o2)C[C@@H]2CC[C@H]1N2C(=O)NC(C)C → -1% | -6% | -6% | -9% | 10µM* | 0% | ? | 0% | -16%
Profile of COCc1cc(C)nc2sc(C(=O)Nc3ccccc3F)c(N)c12 → 24% | 13% | 0% | ? | 12µM* | 14% | 143%[activator] | 35% | 25%
Profile of O=C1NC(=O)N(Cc2ccccc2)C(=O)/C1=C/C=C/c1ccco1 → 13% | ? | 1% | 15µM* | 18µM* | ? | ? | 24% | ?
Profile of O=C(C[C@H]1C/C=C\CC[C@H](Cc2ccc(F)cc2)C(=O)O[C@@H](c2ccccc2)CNC1=O)N[C@H](CO)Cc1ccccc1 → 8% | -7% | 10% | ? | -1% | -17% | 16% | 5% | ?

Next part:
canonical_smiles	TDP43 rescue	HT1080 IDH1KD tx	KB-V1 MDR tox	KB-3-1 tox	SW480 rerep	HT1080NT lethal	HEK293 tox	GLP-1R agonist	GLP1R inv ag
Cc1ccc(OC(=O)N(C)C[C@H]2OCc3cnnn3CCCC(=O)N([C@H](C)CO)C[C@@H]2C)cc1	0%	-1%	1%	-14%	·	2%	24%	-3%	-65%
O=C1NC(=O)C(=Cc2c(Cl)cccc2Cl)C(=O)N1	24%	0%	4%	?	?	-9%	-28%	-1%	0%
COc1ccc(CC2c3cc(OC)c(OC)cc3CCN2C)cc1OC (stereo unspecified)	0%	-5%	-1%	-5%	-2%	-4%	-6%	1%	19%
CC[C@H](C)/C=C(C)/C=C/C1=CC2=C(Cl)C(=O)[C@](C)(OC(C)=O)C(=O)C2=CO1	?	-18%	?	0%	?	-2%	?	-1%	-23%
COc1ccc(Cl)cc1NC(=O)CSc1ncnc2c1oc1ccccc12	9%	8%	0%	1%	-154%[inhibitor]	-1%	5%	11%	6%
CCOc1ccc(NC(=O)C2C(C(=O)O)C3(Cl)C(Cl)=C(Cl)C2(Cl)C3(Cl)Cl)cc1 (stereo unspecified)	-9%	-2%	7%	0%	-19%	-25%	-6%	0%	?
O=[N+]([O-])c1ccc(N2CCNCC2)cc1N1CCCCC1	-13%	-19%	-3%	-13%	?	-9%	-25%	12%	0%
COc1cc(C2C3=C(COC3=O)Oc3cc4c(cc32)OCO4)ccc1O (stereo unspecified)	-2%	?	4.6µM*	3.7µM*	1.8µM*	?	?	24%	?
Cc1ccc(-n2c(O)c(/C=N/N3CCOCC3)c(=O)[nH]c2=S)cc1	2%	12%	11%	3%	2%	11%	-4%	-8%	1%
COc1cc(CN2CCNCC2)cc(OC)c1OC	-13%	4%	?	9%	3%	12%	3%	-7%	18%
O=C(CCCN1C(=O)/C(=C\c2ccccc2)SC1=S)N1CCOCC1	-1%	?	·	·	?	6%	?	-11%	?
O=C(Cc1cc(=O)[nH]c(=O)[nH]1)N1CCN(CCO)CC1	16%	-4%	-16%	-3%	-4%	-2%	1%	4%	-7%
COc1ccc(CCn2c(O)c(/C=N/N3CCCCC3)c(=O)[nH]c2=O)cc1OC	-1%	-7%	-14%	4%	-4%	-4%	-11%	-5%	-2%
CC(CN1CCOCC1)OC(=O)Cc1ccccc1 (stereo unspecified)	-13%	15%	-2%	1%	-3%	19%	5%	-2%	3%
Cc1nc2c(c(C)nn2-c2ccccc2)c(C)c1CCC(=O)N1CCC2(CC1)OCCO2	-9%	6%	-5%	3%	-11%	3%	-7%	-3%	0%
CC(C)Oc1ccc(CNC(=O)Oc2ccccc2)cc1	2%	?	-3%	?	?	-3%	2%	-4%	?
O=C(c1[nH]c(C(F)(F)F)nc1-c1ccccc1)N1CCc2c([nH]c3ccccc23)C1	21%	4.6µM*	-3%	5.8µM*	·	?	?	-2%	?
CC(C)COC(=O)n1c(=O)oc2cc(S(=O)(=O)N3CCCCC3)ccc21	-10%	?	-16%	?	?	?	-27%	-5%	?
CC1CCN(C(=O)CCl)CC1	?	-18%	21%	3%	-2%	-10%	5%	-3%	-8%
COP(=S)(OC)c1c(C)nn(CCC#N)c1NC(=O)c1ccc(Cl)cc1	-10%	-14%	-4%	0%	1%	-14%	-14%	5%	-1%
CCCC(=O)c1ccc(CP(=O)(OCC)OCC)o1	8%	3%	-10%	3%	-3%	5%	-8%	-2%	-3%
CC(C)c1ccc(NC(=O)C2CCN(S(=O)(=O)c3ccc(Br)s3)CC2)cc1	18%	·	17%	6%	·	·	-6%	·	?
CC(=NCc1ccco1)c1c(C)[nH]n(-c2nc3ccccc3s2)c1=O	-25%	?	?	?	-3%	?	11%	-13%	-25%
CCC1=C(C)C(N2CCOCC2)=NP(N2CCOCC2)(N2CCOCC2)=N1	-4%	13%	11%	11%	-5%	13%	4%	-6%	9%
O=C(CCCC1=NS(=O)(=O)c2ccccc2N1)N1CCC2(CC1)OCCO2	-7%	1%	25%	0%	-4%	2%	-18%	2%	4%
O=C1NC(=O)C2(CCN(S(=O)(=O)c3ccccc3)CC2)C(=O)N1	-26%	10%	0%	-1%	2%	1%	-1%	1%	4%
CCCCn1c(N)c(N(CC(C)C)C(=O)c2cc(Br)c(Br)s2)c(=O)[nH]c1=O	14%	6%	30%	?	7%	-1%	-7%	-7%	21%

This is a subset; the hit share may differ from the screen's.
